Imprint erasure – qHTS Assay for Compounds that Induce Erasure of Genomic Imprints. mouse ES Peg3-LacZ reporter, beta-gal luminescence, 40 h. Potency, µM (doses to about 60.7 µM), without a hit: at the highest dose activity change, positive = activation, usual class: activators. 0.02% of 110,000 active;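 also: 0% = negative control wells on the plate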
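Imprint erasure is scored as LacZ activity from the silenced maternal Peg3 allele in feeder-free female ES cells cultured 40 h with LIF. Luminescence is normalized to in-plate negative controls and fitted to the Hill equation.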
p53ts 32C kill – qHTS Screen for Compounds that Selectively Target Cancer Cells with p53 Mutations: Cytotoxicity of p53ts Cells at the Permissive Temperature; H1299-p53A138V at 32C, ATP luminescence viability, 24 h; Potency, µM (top dose mostly 46.1 µM), inactives show top-dose activity change, negative = cytotoxicity, actives largely listed as cytotoxic; 0.93% of 130,000 active;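 also: 0% = DMSO and -100% = full killing by reference compound; nearly all actives have a fitted effect of over 55% in size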
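Cells: H1299 p53ts (A138V), 600/well, pre-incubated 16–30 h at 37C. Cpd up to 46 uM, 24 h, 32C. Readout: ATPlite luminescence, 20 min RT. Normalization: DMSO vs tamoxifen 100 uM. AC50 by Hill equation.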
p53ts 39C tox – qHTS Screen for Compounds that Selectively Target Cancer Cells with p53 Mutations: Cytotoxicity of p53ts Cells at the Nonpermissive Temperature; H1299-p53A138V viability at 39C, ATP luminescence, 24 h; Potency, µM (top dose mostly 46.1 µM), for the others: at the top dose activity change, negative = cell killing, actives largely listed as cytotoxic; 1.5% of 130,000 active; AID 902, 2007; also: nearly all actives have a fitted effect of over 55% in size
IkB signaling – IkB Signaling; ABC-DLBCL IkBa-CBG/CBR dual luciferase ratio, 4 h; response scale: scaled: untreated 0%, proteasome inhibitor 100%; Potency, µM (series often up to 57.1 µM), inactives show top-dose IkBa stabilization activation; 0.04% of 110,000 active; AID 445, 2006; active = well fitted curve in the direction sought with a large enough effect in the signal ratio, not every such curve was filed as active; inconclusive = small, poorly fitted or top-dose-only effect, or a change in a side signal; the % refers to the signal ratio;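 also: the direction sought is a rising ratio; 0% = basal untreated cells and 100% = reference inhibitor full response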
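Curves were fitted separately to fusion (green), unfused (red) and ratio luminescence, then classed by r2, magnitude and activity. Cells: OCI-Ly3, 4 h compound plus doxycycline at 37C; 10 uM MG-132 defined full response.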
* = called active by the depositor; ? = inconclusive; nt = no result given; [ ] = another dose, or the depositor's remark. Unless noted, calls follow the shape of the dose curve; as a rule, active = well fitted curve in the direction sought with a large enough effect; inconclusive = small, poorly fitted or top-dose-only effect, or another doubt; inactive = no such curve, though single readings can be large; an effect the other way counts as inactive or inconclusive. Unless noted, % is scaled to controls: 0 for no effect and ±100 for the full control effect; potency is read from the fitted curve at half-maximal effect. No enrichment for hits. Share with any hit: about 1.8%.

SMILES | Imprint erasure | p53ts 32C kill | p53ts 39C tox | IkB signaling
COc1ccccc1NC(=O)c1ccc2oc(=O)c(S(=O)(=O)c3ccccc3)cc2c1 | -12%[10.9 µM] | -8% | -14% | ?
Cc1cccc(Cn2c(CN3CCC(C(=O)NCc4cccnc4)CC3)cc3ccccc32)c1 | -19%[10.9 µM] | 5% | -22% | -1.4%
CCn1cc(C(=O)OCC(=O)N(C)C2CCS(=O)(=O)C2)c(=O)c2ccc(C)nc21 (stereo not drawn) | -3% | -4% | -5% | -1.2%
O=C(NCC(c1ccc(F)cc1)N1CCOCC1)c1ccc(Br)o1 (stereo not drawn) | 1% | 2% | -17% | -0.5%
Cc1c(CNC2CCCCC2)c(C(=O)O)c(C)n1Cc1ccccc1F | 9%[10.9 µM] | 1% | 0% | 0.6%
CCCc1c(CC)c(=N)c2ccccc2n1C | -22% | -1% | 6% | -1.1%
CC(=O)/C(=C\c1ccccc1F)C(=O)c1ccccc1 | -14%[10.9 µM] | 2%[9.22 µM] | 2%[9.22 µM] | 0.1%[11.4 µM]
Fc1ccc(Cc2cn3cc(-c4ccc(Cl)cc4)nc3s2)cc1 | -7%[10.9 µM] | ? | -10% | 3.9%
CCN1CCN(C(=O)C(NS(=O)(=O)c2ccc3nc(C)sc3c2)C(C)C)CC1 (stereo not drawn) | 14% | 5% | -4% | 0.6%
C=CC(C1=CC(=O)C(OC)=CC1=O)c1ccc(O)cc1 (stereo not drawn) | -15% | 5% | -11% | nt
COc1cccc(Cn2c(N)c(C#N)c3nc4ccccc4nc32)c1OC | 15% | -4% | 4% | -0.7%
Cc1[nH]c(=O)[nH]c1CN1CCCCC1 | nt | -8% | 4% | -1.0%
Cc1nc2ccccc2c(=O)n1-c1ccc(NC(=O)c2ccccc2[N+](=O)[O-])cc1 | -7%[10.9 µM] | -6% | -7% | -1.6%
CCOc1ccc(NC(=O)CSc2ccc(-c3sc(-c4ccccc4)nc3C)nn2)cc1 | -18%[10.9 µM] | 11% | -9% | 14%
CCc1nnc(NC(=O)c2ccc(S(=O)(=O)N(CCOC)CCOC)cc2)o1 | -10% | -5% | -7% | 0.4%
COc1cc(OC)cc(C(=O)N(Cc2cc3cc(C)ccc3[nH]c2=O)C(C)C)c1 | 3% | 2% | -4% | 2.6%
CN(CC(=O)Nc1cccc(C#N)c1)S(=O)(=O)c1cc2c(cc1Cl)NC(=O)CO2 | -3%[10.9 µM] | 6% | -12% | -1.4%
O=C(CSc1nnc(-c2cccs2)n1-c1ccccc1)N1CCc2ccccc21 | -8% | -1% | 5% | -1.2%
CCN(CC)CCCNC(=O)CCCn1ncn2c(cc3occc32)c1=O | -7%[10.9 µM] | 2% | 1% | 1.5%
CSc1ccc(CCNC(=O)CN2C(=O)COc3ccc(S(=O)(=O)N4CCCC4)cc32)cc1 | -13%[10.9 µM] | -17% | -10% | -0.7%
O=C1COc2cc(S(=O)(=O)CCC(=O)NC3CCCCC3)c(Cl)cc2N1 | -14%[10.9 µM] | -3% | -11% | 3.7%
CCn1c(N2CCN(C(=O)C34CC5CC(CC(C5)C3)C4)CC2)nc2ccccc21 | -16% | 9% | 21% | 0.4%
CCN(CCCn1c(=S)[nH]c2ncccc2c1=O)c1ccccc1 | 5% | -9% | -17% | -0.4%
Cc1csc2ncc(C(=O)Nc3ccccc3Cl)c(=O)n12 | 4% | 3% | 1% | -0.6%
COc1ccc(CNC(=O)C2CCN(S(=O)(=O)c3ccc4c(ccn4C)c3)CC2)cc1 | -4%[10.9 µM] | 0% | 21% | 0.6%

The listing continues.
SMILES | Imprint erasure | p53ts 32C kill | p53ts 39C tox | IkB signaling
COCCCNC(=O)c1ccc(NC(=O)N2CCCCc3ccccc32)cc1 | -11%[10.9 µM] | 12% | 6% | -0.9%
CCc1c(C)nc2ncnn2c1Nc1ccc(C)c(C)c1 | nt | 8% | -6% | nt
CCCCN(C(=O)Cn1nnc2ccccc21)C(C(=O)NCCOC)c1cccs1 (stereo not drawn) | nt | 2% | 35%[activator] | nt
CC(C)OCCCn1c(SCc2ccccc2Cl)nc2c(sc3ccccc32)c1=O | 11%[10.9 µM] | 13% | -16% | 0.6%
O=c1cc(N2CCC3(CC2)OCCO3)[nH]c(=O)n1C1CCCCC1 | -3% | -19% | 12% | -1.2%
CC(O)CCCCCCC/C=C/C=C/C(N)=O (stereo not drawn) | nt | -2%[9.22 µM] | -7%[9.22 µM] | nt
COCCn1c(SCc2nc3sc(C(=O)OC)c(C)c3c(=O)[nH]2)nc2ccccc21 | -8% | 6% | 15% | 1.0%
CCN(CCCNC(=O)c1ccc(Sc2ccc(Cl)cc2)c(NC(C)=O)c1)c1ccccc1 | -14%[10.9 µM] | 18% | -11% | ?
Cc1ccc2c(c1)NC(=O)C(CC(=O)NC1CCCCC1C)O2 (stereo not drawn) | -2% | 3% | 10% | -0.3%
O=C(CCn1c(=O)c2ccccc2n(CC(=O)Nc2ccc(F)cc2)c1=O)NCCc1ccccc1 | -6%[10.9 µM] | 5% | -4% | ?
Cc1ccc2c(c1)N(CCCC(=O)NCCCN1CCCC1=O)C(=O)CO2 | -9% | 6% | 8% | -2.3%
CCCOc1ccc(C2C(C(=O)c3ccco3)=C(O)C(=O)N2CCN2CCOCC2)cc1OC (stereo not drawn) | -8% | -8% | 4% | -3.2%
Cn1c(Cl)nc2ccccc21 | -7% | -4% | 3% | 1.4%
COc1cccc2c3c(c(C)nc12)CC(C)O3 (stereo not drawn) | -14% | -1% | -5% | -2.6%
O=C(c1cccc(Cl)c1)N1CCN(C2CCCCCC2)CC1 | -14% | 12% | 3% | 2.5%
COc1ccc(-c2noc(N(C)CC(=O)Nc3cccc(C(F)(F)F)c3)n2)cc1 | -16% | 34%[activator] | -17% | ?
O=C(O)Cc1cc2ccccc2nc1C(=O)O | -12% | -6% | -12% | -0.2%
CCn1nnnc1SCC(=O)Nc1cc(OC)cc(OC)c1 | 5% | 3% | -5% | 0.7%
Cc1ccc(C)c(Cn2c(SCC(=O)N(C)Cc3ccccc3)nc3ccccc32)c1 | -12%[10.9 µM] | 6% | 6% | ?
CCCOc1ccc(CNC(=O)c2oc3ccc4c(c3c2C)C(=O)CC(C)(CC)O4)cc1 (stereo not drawn) | -19%[10.9 µM] | -2% | -17% | 0.7%
c1cc(-c2noc(-c3ccc4c(c3)OCO4)n2)ccn1 | -16% | -13% | 3% | -0.3%
O=C(NCCc1ccc(Cl)cc1)C1CCN(S(=O)(=O)c2cccc3nonc23)CC1 | -4% | -13% | -16% | -0.1%
CCOc1ccc(NC(=O)CC2C(=O)N(c3ccc(C)cc3)C(=O)N2Cc2ccc(OC)cc2)cc1 (stereo not drawn) | -4%[10.9 µM] | 7% | 0% | 2.2%
CCc1ccc2[nH]c(=O)c(CN(Cc3ccco3)S(=O)(=O)c3ccc4c(c3)OCCO4)cc2c1 | 1% | 5% | -4% | 0.3%
COc1ccc(OC)c(CNC(=O)COc2cc(=O)n(C)c3ccccc23)c1 | -15% | 4% | -6% | 3.3%

Four entries picked at random from the list so far, as already listed:
SMILES | Imprint erasure | p53ts 32C kill | p53ts 39C tox | IkB signaling
COc1ccc(-c2noc(N(C)CC(=O)Nc3cccc(C(F)(F)F)c3)n2)cc1 | -16% | 34%[activator] | -17% | ?
CCN(CCCNC(=O)c1ccc(Sc2ccc(Cl)cc2)c(NC(C)=O)c1)c1ccccc1 | -14%[10.9 µM] | 18% | -11% | ?
c1cc(-c2noc(-c3ccc4c(c3)OCO4)n2)ccn1 | -16% | -13% | 3% | -0.3%
CC(O)CCCCCCC/C=C/C=C/C(N)=O (stereo not drawn) | nt | -2%[9.22 µM] | -7%[9.22 µM] | nt

Three compounds out of the list, ordered by formula weight, lowest first:
SMILES | Imprint erasure | p53ts 32C kill | p53ts 39C tox | IkB signaling
COc1cccc2c3c(c(C)nc12)CC(C)O3 (stereo not drawn) | -14% | -1% | -5% | -2.6%
Cc1ccc2c(c1)N(CCCC(=O)NCCCN1CCCC1=O)C(=O)CO2 | -9% | 6% | 8% | -2.3%
CCCCN(C(=O)Cn1nnc2ccccc21)C(C(=O)NCCOC)c1cccs1 (stereo not drawn) | nt | 2% | 35%[activator] | nt

Remaining list, next part:
SMILES | Imprint erasure | p53ts 32C kill | p53ts 39C tox | IkB signaling
Cc1cccc(N(CC(=O)NCc2ccc3c(c2)OCO3)C(=O)CCC(=O)Nc2ccccn2)c1C | -14% | 4% | -8% | -1.5%
O=C(Nc1ccc2ncccc2c1)Nc1ccc2ncccc2c1 | 0%[10.9 µM] | 4%[9.22 µM] | -2%[9.22 µM] | -1.1%[11.4 µM]
O=C(NCCCCCNC(=O)c1ccco1)c1ccco1 | -4% | 22% | 4% | 0.7%
Cc1cccc(N(C(=O)CNC(=O)c2ccco2)C(C(=O)NC2CCCC2)c2cccnc2)c1 (stereo not drawn) | 1% | -10% | -1% | 3.2%
O=C1C2=C(Nc3cc([N+](=O)[O-])ccc3N2)O[C@@H]1c1ccc([C@H]2OC3=C(Nc4ccc([N+](=O)[O-])cc4N3)C2=O)cc1 | -7%[10.9 µM] | 5%[9.22 µM] | 18%[9.22 µM] | -2.2%[11.4 µM]
c1cncc(C(c2nnnn2C2CCCCC2)N2CCN3CCCC3C2)c1 (stereo not drawn) | nt | -11% | 6% | nt
CC(C)(C)n1ncc2c(=O)n(CC(=O)N3CCCc4ccccc43)cnc21 | -1% | 15% | -21% | 0.0%
CC[N+](CC)(CC)CC[C@](O)(c1ccccc1)C1CCCCC1 | -17%[16.8 µM] | -1%[20.6 µM] | 1%[20.6 µM] | -1.2%[25.6 µM]
COC(=O)CSc1nnc(-c2ccc(S(=O)(=O)N3CCC(C)CC3)cc2)o1 | 5% | 2% | 4% | 1.1%
Cc1ccc(C(C(=O)NC2CCCC2)N(Cc2cccnc2)C(=O)c2snc(C(N)=O)c2N)o1 (stereo not drawn) | -14% | 2% | 0% | 0.1%
N[C@@H](CCCP(=O)(O)O)C(=O)O | 9% | -11% | -18% | 0.9%
Cc1cn(C)c(CC(=O)NCc2ccc(F)cc2)c1C(=O)O | -16%[10.9 µM] | 15% | -7% | 2.9%
Cn1cccc1-c1nc2ccc(NC(=O)c3cccs3)cc2[nH]1 | -22% | -12% | 1% | ?
CC(=O)NCC(=O)N(c1c(C)n(C)n(-c2ccccc2)c1=O)C1(C(=O)NC2CCCC2)CCCCC1 | ? | -5% | -2% | -1.7%
CC1CCCN(c2nc3c(c(=O)n(C)c(=O)n3C)n2CCSc2nc3ccccc3s2)C1 (stereo not drawn) | -16% | 2% | 17% | 2.8%
Cc1nn(C(=O)c2cccc(F)c2)c(C)c1S(=O)(=O)N1CCCCCC1 | -12%[10.9 µM] | 3% | -16% | ?
N=c1n(CCO)c2ccccc2n1Cc1ccccc1Cl | -10% | 1% | 14% | -1.5%
Cc1cc(NC(=O)C2CC2)ncc1NC(=O)C12CC3CC(CC(C3)C1)C2 | -4% | 5% | -5% | -0.2%
CN(C)c1ccc(-c2noc(C3CC(=O)N(c4ccc5c(c4)OCCO5)C3)n2)cc1 (stereo not drawn) | -8%[10.9 µM] | 0% | -6% | 5.9%
COc1ccc(CNS(=O)(=O)c2cc3c4c(c2)CCN4C(=O)CC3)cc1 | ? | 0% | -4% | 1.1%
CCOC(=O)C1CCCN(C(=O)c2ccc3c(c2)NC(=O)C(N2CCOCC2)S3)C1 (stereo not drawn) | -18% | 4% | -8% | -1.0%
Cc1cc(C)c(S(=O)(=O)NCCc2sc3nc(-c4ccc(F)cc4)nn3c2C)c(C)c1 | -15%[10.9 µM] | -10% | -21% | ?
CCOC(=O)CNC(=O)CSc1nc2cccnc2n1Cc1ccccc1 | 2% | 1% | -4% | -1.1%
C=CCOn1c(C)c(C(C)=O)c2c3no[n+]([O-])c3ccc21 | nt | 13% | -8% | nt
O=C(CN1C(=O)NC2(CCCCCC2)C1=O)N1CCC(Cc2ccccc2)CC1 | -21% | -6% | -5% | 3.2%
Cn1ncc2c(NCc3cccc(Cl)c3)ncnc21 | -15%[10.9 µM] | 2% | -26% | -3.6%
Cc1ccc(-c2csc(N3CCC(NS(=O)(=O)c4ccc5c(c4)OCCO5)CC3)n2)cc1 | nt | 0% | -1% | ?
